Source: PubChem BioAssay
RSV CPE inhibition: RSV antiviral activity via CPE protection, HEp-2 cells, primary 10 µM value included (AID 2391); CPE inhibition, % at 10 µM, or IC50 in µM where a hit was titrated; actives 0.13% (n = 310,000); HEp-2 cells, RSV-induced CPE inhibition; higher % means a stronger effect; in the data active = a potency from the dose series; inconclusive = CPE inhibition mostly from about 23% at the one dose, without a potency; inactive = the rest, 99 in 100 with CPE inhibition below about 21%; also: strong numbers were not always called active
WT yeast gro inh: growth inhibition of WT yeast, mitochondrial fusion screen; mitochondrial fusion phenotypic screen, WT strain; inhibition, % at 10 µM; actives 2.1% (n = 190,000); AID 1362; in the data active = inhibition above about 58%; tested in S. cerevisiae
K1F lysis inhibition: protection from phage-mediated lysis, alamar blue read-out – E. coli UTI89, K1F phage, bacterial capsule biogenesis inhibitors (AID 488966); E. coli UTI89 K1F phage lysis, alamar blue, 2 h; higher % means a stronger effect; one-dose inhibition, % at 100 µM; IC50 in µM for titrated hits; actives 0.02% (n = 340,000);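 active = phage lysis inhibition, versus mean bacterial control, above a set limit; inconclusive = no clear call, values can overlap the other calls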;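 also: capsule biogenesis inhibitors block K1F phage lysis so surviving cells raise fluorescence; higher fluorescence means more inhibition of phage lysis; actives were called in the ten point dose series up to 300 µM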
West Nile antiviral: West Nile virus antiviral activity, cell-based, CPE readout (AID 1621) | one-dose CPE inhibition, % at 10 µM; IC50 in µM for titrated hits | West Nile virus-infected cells, CPE inhibition; higher % means a stronger effect | actives 0.02% (n = 290,000); in the data active = a potency from the dose series; inconclusive = CPE inhibition mostly from about 3.7% at the one dose, without a potency; inactive = the rest, 99 in 100 with CPE inhibition below about 2.2%; also: strong numbers were not always called active
SV40 large T antigen: TAg ATPase/helicase activity blockers – biochemical (AID 1903); inhibition, % at 20 µM; hits with a dose series show IC50 in µM; SV40 large T antigen ATPase/helicase inhibition assay; higher % means a stronger effect; actives 0.39% (n = 310,000); in the data active = a potency from the dose series; inconclusive = inhibition mostly from about 32% at the one dose, without a potency; inactive = the rest, 99 in 100 with inhibition below about 32%; also: strong numbers were not always called active
CSM14.1 death rescue: protection against thapsigargin-triggered cell killing – 384-well, CSM14.1, ATP luminescence, primary screen (AID 1222). cellular ATP content (survival), % at 20 µM, or EC50 in µM where a hit was titrated. CSM14.1 thapsigargin-induced death rescue, ATP luminescence; higher % means a stronger effect. 190,000 tested, under 10 active;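 active = EC50 below 50 µM in the dose-response confirmation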;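 also: death triggered by thapsigargin at about 15 µM added after 2 h compound pretreatment; cell ATP read after overnight thapsigargin exposure of roughly 18 to 22 hours; normalized against plate controls of thapsigargin alone and 5% DMSO vehicle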
NS5 inhibitors: Dengue-2 NS5 methyltransferase inhibitors, primary screen, biochemical, confirmation dose response (AID 588689); Dengue-2 NS5 methyltransferase capping enzyme assay, biochemical; higher % means a stronger effect; inhibition, % at 25 µM, or IC50 in µM where a hit was titrated; actives 0.3% (n = 340,000); in the data active = a potency from the dose series; inconclusive = inhibition above about 29% without an active follow-up result
Yfh1-depleted yeast: mitochondrial function rescue without frataxin homolog – Friedreich's ataxia, plus single-dose screen, dose response (AID 1465); actives 0.074% (n = 220,000); S. cerevisiae Yfh1-off respiration, WST-1 reduction, 72 h; higher fold induction means a stronger effect; fold induction at 50 µM, or EC50 in µM where a hit was titrated;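 active = fold induction of absorbance versus untreated yeast above a set limit, then at least 30% activation at any dose in follow-up; inconclusive = repeats straddling the limit, or above it without dose testing; inactive = fold induction below the set limit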;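 also: activators that raise dye reduction in frataxin-depleted yeast; strong numbers were not always called active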
XIAP displacement: small molecules displacing peptide from XIAP – biochemical, IAP family, fluorescence polarization (AID 1018) | XIAP BIR domain, fluorescence polarization peptide displacement; higher % means a stronger effect | displacement, % at 20 µM, or IC50 in µM where a hit was titrated | actives 0.007% (n = 200,000); in the data active = displacement above about 50%; also: a part of the inactive calls stands beside numbers as strong as those of hits
WT yeast gro inh mutant strain: recorded beside WT yeast gro inh, whose call it bears; inhibition, %; mitochondrial fusion phenotypic screen, mutant strain inhibition
NS5 inhibitors pilot replicate: further read-out of NS5 inhibitors, marked with its call; inhibition, %; measured here: pilot screen replicate inhibition
Starred values were filed as active, the others as inactive; i = inactive; ? = inconclusive; . = not tested or not shown; [ ] = remark or other dose.

SMILES	RSV CPE inhibition	WT yeast gro inh	WT yeast gro inh mutant strain	K1F lysis inhibition	West Nile antiviral	SV40 large T antigen	CSM14.1 death rescue	NS5 inhibitors	Yfh1-depleted yeast	XIAP displacement	others
CCc1cc(=O)oc2cc(C)cc(OC(C)C(=O)NCC(O)c3ccccc3)c12 (stereo not drawn)	1.2%	.	.	-0.1%	-0.6%	12%	.	-3%	.	.
CCn1c(SCC(=O)NCC2CCCO2)nnc1-c1c[nH]c2ccccc12 (stereo not drawn)	0.9%	16	8	-0.4%	0.4%	7%	2.2%	-3%	i	-8.6%
Cc1cc(N2CCN(Cc3nc(-c4ccc(F)cc4)oc3C)CC2)cc(C)n1	10%	13	5	0.1%	-0.9%	12%	-2.9%	-3%	i	-8.0%
O=C(CCCc1cccs1)Nc1nc(-c2ccc(F)cc2)cs1	9.8%	9	13	-0.1%	-0.5%	-4%	-2.8%	-8%	i	-5.5%
COc1ccccc1OCCCCn1c(C(C)O)nc2ccccc21 (stereo not drawn)	14%	.	.	1.3%	-1.3%	12%	.	2%	.	.
CC(NC(=O)c1ccc(NC(=O)CC2SC(N3CCCC3)=NC2=O)cc1)c1ccc(S(N)(=O)=O)cc1 (stereo not drawn)	-2.0%	.	.	1.2%[50 µM]	.	11%	.	2%	.	.
Cc1cc(C)cc(C(=O)NC(CC(N)=O)c2ccc(NCCN3CCCC3)c([N+](=O)[O-])c2)c1 (stereo not drawn)	-2.3%	.	.	-1.0%	0.1%	16%	.	-2%	.	.
CS(=O)(=O)N1CCN(c2ccccc2NC(=O)c2ccc(Br)o2)CC1	11%	-11	-13	0.4%	1.4%	-1%	1.7%	1%	i	-5.5%
CC(C)NC(=O)NC(=O)CSc1ncccn1	-0.8%	8	7	1.4%	0.6%	2%	0.7%	-6%	i	-6.0%
Cc1ccc(N2C(=O)CC3(CC4C=CC3C4)C2=O)cc1 (stereo not drawn)	-0.9%	3	-9	4.1%	0.3%	3%	1.1%	-8%	i	-3.9%
CCOc1ccc(C(=O)NC(C)(C)CC)cc1	2.4%	-6	4	0.1%	-0.3%	3%	0.3%	-14%	i	-1.7%
COc1ccc(C(=O)N2CCN(Cc3ccccc3C(F)(F)F)CC2)cc1	7.5%	.	.	0.1%	-1.0%	22%	.	1%	.	.	NS5 inhibitors pilot replicate=1.5
COc1ccc(S(=O)(=O)NNC(=O)Nc2ccccc2OC)c(OC)c1	0.9%	.	.	5.4%[50 µM]	0.2%	7%	.	-3%	.	.
NC(=O)c1sc2nc3c(c(-c4cccs4)c2c1N)CCCCC3	1.2%	3	-2	0.9%	0.1%	-2%	-1.9%	-6%	i	-1.2%
Cc1ccc(C(=O)CC(C(=O)O)P(=O)(c2ccccc2)c2ccccc2)cc1 (stereo not drawn)	2.9%	27	-19	-0.2%	-0.5%	0%	-0.9%	-17%	i	-7.0%
CCOC(=O)N1CCN(C(=O)C2CC(=O)N(Cc3ccc(OC)cc3)C2)CC1 (stereo not drawn)	0.2%	-7	-1	0.5%	0.1%	-3%	.	-4%	i	-5.4%
CC(C)N(C(=O)CSc1ncnc2sc(-c3ccccc3)cc12)C(C)C	-1.4%	4	12	1.1%	-0.4%	22%	-0.2%	2%	i	-16%
COc1cccc(-c2noc(C3CCCN(C(=O)Cc4ccccc4)C3)n2)c1 (stereo not drawn)	12%	5	0	5.5%	-0.6%	8%	-1.5%	-1%	i	1.8%
COc1ccc([N+](=O)[O-])cc1NC(=O)Cc1ccccc1Cl	3.6%	-3	-8	2.2%	-0.6%	10%	-0.5%	-1%	i	-2.4%
CC1(C(=O)Nc2c(F)c(F)c(F)c(F)c2F)CC1(Br)Br (stereo not drawn)	1.8%	.	.	-0.8%	0.2%	1%	.	-2%	i	.
CCCCCOc1ccc(/C=C/c2c([N+](=O)[O-])c(=O)n(C)c(=O)n2C)cc1	?	.	.	1.3%[50 µM]	1.2%	3%	.	-1%	.	.
Cc1cc(C)c(C)c(OCC(=O)O/N=C(\N)c2ccncc2)c1	5.9%	.	.	0.4%	-0.6%	6%	.	-11%	.	.
Cc1csc(NC(=O)C2CCC(C)(C(=O)O)C2(C)C)n1 (stereo not drawn)	1.3%	-26	-15	0.2%	0.1%	7%	1.0%	-3%	i	-3.0%	NS5 inhibitors pilot replicate=-0.6
Cc1c(C=Nc2ccc(S(=O)(=O)CCO)cc2)c(O)[nH]c(=O)c1C#N	-0.2%	.	.	0.1%	.	7%	.	6%	.	.
O=C(CSc1ccccc1)Nc1nnc(/C=C/c2ccccc2)s1	2.5%	2	-4	2.2%[50 µM]	-0.6%	2%	2.4%	-7%	i	-1.1%
COC(=O)c1sc(N)nc1C(C)(C)C	2.2%	-1	5	-0.2%	0.2%	4%	1.7%	-16%	i	-1.7%
CS(=O)(=O)N1CCN(C(=O)c2cc(-c3ccncc3)nc3ccc(Cl)cc23)CC1	3.0%	-4	-3	0.5%	0.9%	3%	-1.2%	1%	i	-5.5%
CNc1ccccc1C(C)(C)c1cc(-c2cccc(OC)c2)no1	2.0%	63*	19*	.	-0.5%	4%	0.1%	.	i	-18%
Cc1ccccc1C(=O)Nn1c(C)ccc1C	0.2%	2	-3	.	-0.3%	14%	-1.0%	.	i	-1.6%
Cc1cc(C(=O)Nc2ccc(Cl)cc2)c(C)n1Cc1cccs1	.	.	.	-1.1%	0.1%	6%	.	-4%	i	.
CC1CCCCC1NC(=O)c1cn(C)c2ccc(S(=O)(=O)N3CCCC3)cc2c1=O (stereo not drawn)	22%	12	15	0.4%	0.6%	7%	-0.3%	-2%	i	-5.5%
CCc1cc(=O)oc2cc3occ(-c4ccc(OC)c(F)c4)c3cc12	2.0%	-18	-11	0.8%[50 µM]	1.0%	12%	0.1%	-8%	i	-5.3%
CCCc1ccc(O)c(N=Cc2cc(Br)cc(OCC)c2O)c1	9.8%	4	16	0.9%	.	16%	-0.9%	44%	i	-2.4%
CC1(C(=O)O)CCC(C(=O)Nc2ccccc2O)C1(C)C (stereo not drawn)	1.7%	7	1	0.1%	0.0%	4%	-0.3%	0%	i	-3.4%
CCCCN(C1CCS(=O)(=O)C1)S(=O)(=O)c1cc(C)ccc1C (stereo not drawn)	1.3%	.	.	1.6%[50 µM]	.	4%	.	3%	.	.
CC1CCN(C(=O)C2CCN(C(=O)c3ccc(C(C)(C)C)cc3)CC2)CC1	22%	.	.	0.2%	-0.9%	3%	.	4%	.	.
NS(=O)(=O)c1ccc(CNC(=O)CNC(=O)Cc2ccccc2)cc1	0.8%	.	.	0.0%	0.5%	0%	.	1%	.	.
COc1ccc(CNC(=O)c2cccnc2)cc1	1.8%	.	.	0.1%	0.1%	10%	.	-8%	.	.
O=C(Cn1ccsc1=NC(=O)C(F)(F)F)c1ccccc1	0.3%	9	2	0.3%	-0.3%	-2%	3.5%	-5%	i	2.9%
O=C(c1ccc2nc(-c3ccco3)c(-c3ccco3)nc2c1)N1CCN(c2ncccn2)CC1	-0.4%	11	-17	0.0%	0.3%	18%	-0.4%	63%	i	-3.2%

Arranged by formula weight (falling): part of the list above
SMILES	RSV CPE inhibition	WT yeast gro inh	WT yeast gro inh mutant strain	K1F lysis inhibition	West Nile antiviral	SV40 large T antigen	CSM14.1 death rescue	NS5 inhibitors	Yfh1-depleted yeast	XIAP displacement	others
CCCCCOc1ccc(/C=C/c2c([N+](=O)[O-])c(=O)n(C)c(=O)n2C)cc1	?	.	.	1.3%[50 µM]	1.2%	3%	.	-1%	.	.
CCCCN(C1CCS(=O)(=O)C1)S(=O)(=O)c1cc(C)ccc1C (stereo not drawn)	1.3%	.	.	1.6%[50 µM]	.	4%	.	3%	.	.
O=C(Cn1ccsc1=NC(=O)C(F)(F)F)c1ccccc1	0.3%	9	2	0.3%	-0.3%	-2%	3.5%	-5%	i	2.9%
Cc1csc(NC(=O)C2CCC(C)(C(=O)O)C2(C)C)n1 (stereo not drawn)	1.3%	-26	-15	0.2%	0.1%	7%	1.0%	-3%	i	-3.0%	NS5 inhibitors pilot replicate=-0.6

Further compounds:
SMILES	RSV CPE inhibition	WT yeast gro inh	WT yeast gro inh mutant strain	K1F lysis inhibition	West Nile antiviral	SV40 large T antigen	CSM14.1 death rescue	NS5 inhibitors	Yfh1-depleted yeast	XIAP displacement	others
O=C1N(CN2CCN(Cc3ccccc3)CC2)c2ccccc2C12OCCCO2	2.6%	-9	-23	-0.1%	-0.1%	0%	.	-2%	i	-10%
C=CCNC(=S)N1CCC(C(N)=O)CC1	1.1%	8	2	0.4%	-0.1%	4%	-1.9%	-7%	i	-2.9%
COc1ccc(-c2nnc3ccc(SCC(=O)Nc4nccs4)nn23)cc1OC	2.7%	-2	-3	12%	-0.8%	3%	-1.4%	0%	i	-4.5%
COc1cc(C2=NOC(C(=O)Nc3ccc4c(c3)OCO4)C2)cc(OC)c1OC (stereo not drawn)	0.0%	.	.	-0.5%[50 µM]	-0.6%	4%	.	3%	.	.
NS(=O)(=O)c1ccc(CCNC(=O)CSc2ccc3ccccc3c2)cc1	13%	-21	12	-0.1%	-0.2%	9%	-0.9%	-8%	i	-5.9%
COc1ccc(C(=O)N2CC(=O)Nc3ccccc32)cc1S(=O)(=O)N1CCOCC1	0.5%	.	.	0.2%	0.3%	.	.	-5%	i	.
Cc1cc(NC(=O)CN(C)CCOc2ccccc2)ccc1Br	0.7%	38	50	0.0%	-0.4%	7%	-0.2%	-4%	i	-8.5%
CC(CC(=O)O)CC(=O)Nc1nncs1 (stereo not drawn)	-0.2%	.	.	0.1%	-0.1%	24%	.	8%	.	.
O=c1ccc(Cl)cn1Cc1ccccc1F	0.7%	8	-10	0.6%	0.1%	-5%	-2.6%	-11%	i	-2.7%
O=c1cc(C(F)(F)C(F)F)oc2ccccc12	0.1%	9	4	0.7%	-0.4%	17%	-1.8%	-8%	i	-8.5%
Fc1ccc(-c2n[nH]c(=S)n2-c2ccc3c(c2)OCCO3)cc1	2.1%	-5	-8	0.1%	0.5%	7%	-1.4%	-8%	i	-5.1%
CCOc1ncccc1C(=O)Nc1nc(C(C)(C)C)cs1	0.7%	10	2	-2.0%	0.6%	23%	-1.8%	-2%	i	-7.8%
CC(NC(=O)c1ccc(Br)o1)C1CC2CCC1C2 (stereo not drawn)	1.5%	.	.	-0.1%	0.5%	10%	.	3%	.	.
O=C(NCCc1cccc(F)c1)C1CCN(S(=O)(=O)c2ccccc2)CC1	-0.6%	.	.	-0.3%	-0.6%	5%	.	-5%	.	.
CC1C(=O)C(C)C(c2ccc3c(c2)OCO3)NC1c1ccc2c(c1)OCO2 (stereo not drawn)	6.0%	9	5	2.3%	-1.1%	23%	-1.5%	-3%	i	-5.8%
O=C(c1ccccc1[N+](=O)[O-])N1CCCN(C(=O)c2ccccc2[N+](=O)[O-])CC1	1.4%	-5	-13	0.3%[50 µM]	-0.7%	14%	5.3%	-4%	i	-2.9%
